# S3 lipid droplet: qHTS Assay for Lipid Storage Modulators in Drosophila S3 Cells; Drosophila S3 cells, BODIPY lipid droplet fluorescence, 18-24 h; cells fed with added oleic acid; Potency in µM for hits, for the others lipid storage change, negative = inhibition, % at the top dose, mostly 46.1 µM; 320,000 compounds, 0.64% hits; active = well fitted inhibition curve with a large enough effect in the signal ratio, with a control signal flat, not every such curve was filed as active; inconclusive = small, poorly fitted or top-dose-only effect, or effect the other way, or a change in a side signal; the % refers to the signal ratio
#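 Drosophila S3 cells loaded with oleic acid (400 uM, as added) and compounds at several concentrations; lipid droplets imaged by 488-nm laser-scanning cytometry, 500–530 nm intensity and object ratio to cell channel. Percent activity normalized to 20 uM Triacsin C.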
# S3 lipid droplet cell count max: further read-out of S3 lipid droplet, marked with its call; cell number change, %; measured here: cell count max response;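 cells counted by Cell Tracker Red CMTPX staining in the red channel; peak over a dose series mostly up to 46.1 µM; percent activity relative to internal control wells on each plate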
# Numbers without * were called inactive; i = inactive; ? = inconclusive; nt = no result given. % is set by controls: 0 for no effect and ±100 for the full control effect; potency is the fitted concentration of half-maximal effect.
SMILES,S3 lipid droplet,S3 lipid droplet cell count max
CCOC(=O)CCn1nnc(N)n1,-14%,-11
COc1ccc(NC(=O)CSc2nc(SC)ns2)c(OC)c1,i,6
O=c1c(Cl)c(N2CCC3(CC2)OCCO3)cnn1C12CC3CC(CC(C3)C1)C2,?,nt
COc1cc(C(=O)COC(=O)CNC(=O)C2CCCCC2)cc(OC)c1OC,22%,12
CCOC(=O)c1sc(NC(=O)C2CC2)nc1C,?,nt
COc1ccc(C(=O)OCC(=O)c2ccc(Cl)s2)c(OC)c1OC,?,nt
Nc1cc(C(F)(F)F)ccc1Nc1ccccc1,?,nt
O=C(O)CN1C(=O)/C(=C/C=C/c2ccccc2)SC1=S,-1%,nt
COC(=O)C1=C(N)Oc2cc(C)[nH]c(=O)c2C1c1cccnc1 (configuration not stated),-6%,nt
COc1ccccc1C(=O)Nc1c(C)n(C)n(-c2ccccc2)c1=O,?,nt
O=C(NCc1nc2ccccc2[nH]1)C1CCCCC1,2%,9
CCOC(=O)C(NC(=O)CC)(N1CCc2ccccc2C1)C(F)(F)F (configuration not stated),?,nt
Cc1ccc(S(=O)(=O)N2CCC(C(=O)OC(C)C(=O)NCc3ccccc3)CC2)cc1C (configuration not stated),i,-18
CNc1cncc(C(=O)O)c1,-11%,4
CC(=C/c1ccccc1)/C=N/n1cnnc1,9%,-12
COc1ccc(NC(=O)N2CCN(CCC#N)CC2)cc1,-10%,0
CC(C)(C)n1nnnc1C(c1ccc2ncccc2c1)N1CCSCC1 (configuration not stated),?,nt
c1ccc2c(c1)OCCOCCOCCOCCOc1ccccc1OCCOCCOCCO2,-6%,-16
O=C(O)C(Oc1ccc2c(-c3ccccc3)cc(=O)oc2c1)c1ccccc1 (configuration not stated),?,nt
O=C(NC(=O)c1ccccc1)C1=C(N2CCCC2)COC1=O,?,nt
Cc1ccc(-c2nnn(CC(=O)N(Cc3cccs3)C(C(=O)NC3CCCC3)c3ccco3)n2)o1 (configuration not stated),17%,-7
Cc1ccc(S(=O)(=O)Oc2ccc(C3C4=C(CCCC4=O)OC4=C3C(=O)CCC4)cc2)cc1,6%,0
CCc1ccc(CCC(=O)Nc2ccc(S(N)(=O)=O)cc2)o1,?,nt
CCOC(=O)c1cnc(SCc2cccc3ccccc23)nc1N,?,nt
CC(C)C(C(=O)NCC1CCCO1)N(Cc1cccs1)C(=O)CNS(=O)(=O)c1ccccc1 (configuration not stated),0%,-5

# The list continues.
SMILES,S3 lipid droplet,S3 lipid droplet cell count max
Cc1ccnc(NS(=O)(=O)c2ccc(NC(=O)c3ccc(S(=O)(=O)N4CCOCC4)cc3)cc2)n1,?,nt
CCC(C)NC(=O)c1n[nH]c(=O)c2ccccc12 (configuration not stated),?,nt
O=C(Nc1ccncc1)Nc1ccc(F)cc1F,?,nt
COC(=O)c1sccc1NC(=O)c1ccc(C)cc1,4%,-7
CCOc1ccc(S(=O)(=O)NCCC(=O)NC2CCCCC2)cc1,7%,nt
Cc1ccc(-c2nn3nnnc3c3ccccc23)cc1C,-11%,-1
CN(C)S(=O)(=O)c1ccc(C(=O)NCc2nnc(SCC(=O)N3CCCC3)o2)cc1,74%,0
O=C(O)c1cc(-c2c[nH]c3ccccc23)nc2cc3ccccc3cc12,15%,12
CC1(C)Cc2cccc(OCC(=O)NCc3ccccc3F)c2O1,?,nt
COC(=O)c1ccc(CN2CCC(CO)(Cc3cccc(OC)c3)CC2)cc1,12%,2
CC(=O)c1c(C)[nH]c(C(=O)O)c1C,18%,20
S=C1CSc2ccccc2N1,4%,1
C[C@@H](C(=O)NCc1ccccc1)N1C(=O)C2CC=CCC2C1=O (some centres not stated),i,24
O=C(CNC(=O)c1ccccc1)Nc1cccc(C(F)(F)F)c1,-4%,-7
CN(Cc1ccccc1)CC(O)COc1ccc(CNCc2cc3ccccc3s2)cc1 (configuration not stated),-10%,1
Cc1sc2ccccc2[n+]1CC(=O)O,9%,-11
CCCCC(c1nnnn1C1CCCC1)N1CCN(C(=O)c2ccco2)CC1 (configuration not stated),?,nt
CC1(C)CC2CC(C)(CN2S(=O)(=O)c2cccc(N)c2)C1 (configuration not stated),?,nt
Nc1nncn1C(=O)CCc1ccccc1,-16%,4
Cc1cc(Cl)ccc1OCC(=O)NCCOc1nc(N2CCOCC2)nc(N2CCOCC2)n1,?,nt
CCOc1ccccc1NC1=C(Cl)C(=O)N(c2ccccc2)C1=O,?,nt
O=C(NCCCN1CCOCC1)c1ccc2c(c1)N(Cc1cccc(F)c1)C(=O)c1ccccc1S2,?,nt
COc1ccc(C(=O)NCC(c2ccc3c(c2)OCO3)N2CCN(c3ccc(OC)cc3)CC2)cc1 (configuration not stated),i,nt
COC(=O)C1=NN(C(=O)c2cccc(Br)c2)C(O)(c2ccc(Cl)cc2)C1 (configuration not stated),12%,14
O=C(c1ccc(CS(=O)(=O)Cc2ccccc2)cc1)N1CCCCC1,14%,8

# Structural class, the compounds so far containing a halogen.
SMILES,S3 lipid droplet,S3 lipid droplet cell count max
O=c1c(Cl)c(N2CCC3(CC2)OCCO3)cnn1C12CC3CC(CC(C3)C1)C2,?,nt
COc1ccc(C(=O)OCC(=O)c2ccc(Cl)s2)c(OC)c1OC,?,nt
Nc1cc(C(F)(F)F)ccc1Nc1ccccc1,?,nt
CCOC(=O)C(NC(=O)CC)(N1CCc2ccccc2C1)C(F)(F)F (configuration not stated),?,nt
O=C(Nc1ccncc1)Nc1ccc(F)cc1F,?,nt
CC1(C)Cc2cccc(OCC(=O)NCc3ccccc3F)c2O1,?,nt
O=C(CNC(=O)c1ccccc1)Nc1cccc(C(F)(F)F)c1,-4%,-7
Cc1cc(Cl)ccc1OCC(=O)NCCOc1nc(N2CCOCC2)nc(N2CCOCC2)n1,?,nt
CCOc1ccccc1NC1=C(Cl)C(=O)N(c2ccccc2)C1=O,?,nt
O=C(NCCCN1CCOCC1)c1ccc2c(c1)N(Cc1cccc(F)c1)C(=O)c1ccccc1S2,?,nt
COC(=O)C1=NN(C(=O)c2cccc(Br)c2)C(O)(c2ccc(Cl)cc2)C1 (configuration not stated),12%,14

# Continued:
SMILES,S3 lipid droplet,S3 lipid droplet cell count max
CC(c1nnc(SCC(=O)N(C)C2CCS(=O)(=O)C2)n1-c1ccccc1)N(C)C (configuration not stated),?,nt
Cc1ccc(C)c(S(=O)(=O)N2CCCOC2CNC(=O)C(=O)NCc2ccccn2)c1 (configuration not stated),-5%,-2
COc1ccc(S(=O)(=O)N2CCN(c3nc(C)cc(C)n3)CC2)cc1,13%,24
COc1ccccc1CCC(=O)OCC(=O)Nc1cccc(S(=O)(=O)N2CCOCC2)c1,20%,20
Cc1cc(N)n2nc(-c3ccccc3)c(-c3ccccc3)c2n1,?,nt
CSc1cccc(NS(=O)(=O)c2cccs2)c1,?,nt
CCCn1c(N)c(N(CCOC)C(=O)CSc2cc(C)c3cccc(C)c3n2)c(=O)[nH]c1=O,?,nt
CCC(=O)NC(C)c1nc2ccccc2n1C (configuration not stated),?,nt
Cc1ccc(OCc2nc(C#N)c(NCc3ccc4c(c3)OCO4)o2)cc1,11%,nt
Cc1cc(NCCNC2=CC(=O)CCC2)nc2ccccc12,9%,10
CC(C)NS(=O)(=O)c1ccc(OCC(N)=O)c(Cl)c1,12%,5
COc1ccccc1NC(=S)NCC1CCCO1 (configuration not stated),?,nt
CS(=O)(=O)N(CC(=O)NCCSCc1ccccc1)c1ccc2c(c1)OCO2,-5%,-12
CC(C)CC(=O)NC(=S)Nc1ccccc1C(=O)Nc1ccccc1,i,17
O=C(CCCn1c(=O)c2ccccc2n(CC(=O)N2CCN(c3ccccc3)CC2)c1=O)NCc1ccco1,5%,4
COc1ccc(C(CC(=O)Nc2ncccc2C)N2Cc3ccccc3C2=O)cc1OC (configuration not stated),92%,nt
O=C(c1cc(=O)[nH]c2ccccc12)N1CCN(c2ccccc2)CC1,13%,13
COc1ccc(CCNC(=O)c2cc(S(=O)(=O)N(C)C)ccc2N2CCCC2)cc1,-14%,12
Cc1nc(N2CCN(C)CC2)[nH]c(=O)c1Cc1cccc2ccccc12,?,nt
O=c1c2[nH]c3cccc(Cl)c3c2ncn1Cc1ccncc1,23%,0
O=C(Cc1cc(=O)[nH]c(=O)[nH]1)NCc1ccccc1,0%,14
Cc1ccc(OCC(=O)NCC(=O)Nc2ccc(F)c(F)c2F)c([N+](=O)[O-])n1,7%,2
Cc1ccc(CSc2nnc3nc(C)cc(C)n23)cc1,?,nt
O=C(/C=C/c1ccco1)c1ccc(O)cc1,-8%,nt
COc1ccc(-c2oc3ccc(-c4ccc(OC)nc4)cc3c2C#CC2(O)CCCCC2)cc1,?,nt

# Part of the list above, with each value named.
> COc1ccc(C(CC(=O)Nc2ncccc2C)N2Cc3ccccc3C2=O)cc1OC (configuration not stated)
  S3 lipid droplet: 92%
  S3 lipid droplet cell count max: nt

> O=C(c1cc(=O)[nH]c2ccccc12)N1CCN(c2ccccc2)CC1
  S3 lipid droplet: 13%
  S3 lipid droplet cell count max: 13

> COc1ccc(CCNC(=O)c2cc(S(=O)(=O)N(C)C)ccc2N2CCCC2)cc1
  S3 lipid droplet: -14%
  S3 lipid droplet cell count max: 12

> Cc1nc(N2CCN(C)CC2)[nH]c(=O)c1Cc1cccc2ccccc12
  S3 lipid droplet: ?
  S3 lipid droplet cell count max: nt

# Carrying on:
SMILES,S3 lipid droplet,S3 lipid droplet cell count max
COc1ccc(NC(=O)C(=O)NCC(=O)Nc2cc(OC)ccc2OC)cc1,i,nt
CC(O)c1cccc(NC(=O)CC(c2ccccc2)c2ccccc2)c1 (configuration not stated),21%,-17
COc1cccc(C(=O)NCCS(=O)(=O)N2CC(C)CC(C)C2)c1 (configuration not stated),27%,29
CCCc1c(NC(=O)Nc2ccc(Cl)cc2Cl)cnn1-c1ccccc1,i,nt
CCOC(=O)c1oc2ccccc2c1CSc1nnnn1-c1ccc(OC)cc1,?,nt
CC(=O)N1CCOc2ccc(S(=O)(=O)N3CCC(C(=O)Nc4ccc(F)cc4)CC3)cc21,i,-4
CC(=O)Nc1ccc2nc(-c3ccccc3)cn2c1,12%,16
CCc1nnc(NS(=O)(=O)c2ccc(N=Cc3c(C)[nH]n(-c4cccc(Cl)c4)c3=O)cc2)s1,-11%,1
COc1cc(OC)cc(C(=O)NCc2n[nH]c(=S)n2-c2ccccc2OC)c1,8%,3
O=C(COc1ccc(Cl)cc1Br)Nc1cccc(S(=O)(=O)N2CCCC2)c1,?,nt
Cc1cc(OCC(=O)Nc2ccc3oc(=O)ccc3c2)ccc1Cl,i,2
O=C(COC(=O)c1cc([N+](=O)[O-])ccc1Cl)NCCc1ccccc1,?,nt
CCN(c1ccccc1)S(=O)(=O)c1c(C)noc1C,?,nt
O=C(Cn1nc(Cc2ccncc2)c2ccccc2c1=O)Nc1cccnc1Cl,?,nt
COc1ccc(NS(=O)(=O)c2coc(C(N)=O)c2)cc1Cl,4%,4
Cc1ccc(S(=O)(=O)NC(=NC2CCCCC2)c2ccc(F)cc2)cc1,?,nt
O=C(CSc1ccccn1)N/N=C/c1cc([N+](=O)[O-])ccc1O,-19%,-9
O=C(/C=C/NNC(=O)c1ccccc1)c1ccc([N+](=O)[O-])cc1,-16%,14
CCOc1ccc(C(C(=O)NC2CCCC2)N(C(=O)c2snc(C(N)=O)c2N)C2CCCC2)cc1 (configuration not stated),?,nt
CC(NC(=O)c1ccco1)C(=O)OCC(=O)c1ccc(Cl)s1 (configuration not stated),?,nt
Cc1ccccc1CSCc1nc(N)nc(Nc2ccccc2C)n1,?,nt
COc1ccc(C(=O)n2nc(-c3ccc(OC)cc3)nc2N)cc1,?,nt
COc1ccc(OCC(=O)Nc2ccc(N3CCN(C(=O)c4ccccc4)CC3)c(Cl)c2)cc1,?,nt
CCCc1nnc(NC(=O)CCC(=O)N2CCN(Cc3ccccc3)CC2)s1,?,nt
CCOc1cc(/C=C2/C(=N)N3C(=NC2=O)SN=C3S(C)(=O)=O)ccc1OS(=O)(=O)c1ccccc1,?,nt

# Next section; the last 3 above are carried over.
SMILES,S3 lipid droplet,S3 lipid droplet cell count max
COc1ccc(OCC(=O)Nc2ccc(N3CCN(C(=O)c4ccccc4)CC3)c(Cl)c2)cc1,?,nt
CCCc1nnc(NC(=O)CCC(=O)N2CCN(Cc3ccccc3)CC2)s1,?,nt
CCOc1cc(/C=C2/C(=N)N3C(=NC2=O)SN=C3S(C)(=O)=O)ccc1OS(=O)(=O)c1ccccc1,?,nt
CC(C)(C)c1ccc(C(=O)NCc2cccnc2)cc1,9%,-8
Cc1cccc(C(=O)OCC(=O)NC2CCCCCCC2)c1,?,nt
Cc1ccc(-c2nc3ccccn3c2C=O)cc1,19%,-9
CSCCC(NC(=O)c1ccccc1)C(=O)N1CCN(C(c2ccccc2)c2ccccc2)CC1 (configuration not stated),i,12
CC(=O)N1C(C(=O)O)CSC1c1cccc(C)c1 (configuration not stated),-4%,3
Cc1nn(C)cc1/C=C/C(=O)c1cccs1,?,nt
O=C(COC(=O)Cc1ccccc1F)Nc1ccc2c(c1)OCCO2,?,nt
COCCOC(=O)C1=C(C)NC(=O)NC1c1ccc(OC(=O)c2ccco2)c(OC)c1 (configuration not stated),i,3
CCOc1ccc(CCNC(=O)C2CCC(=O)N2CCc2ccccc2)cc1OCC (configuration not stated),?,nt
Cc1ccc(-c2nc(CS(=O)(=O)CC(=O)NCCCN3CCN(C)CC3)c(C)o2)cc1,19%,nt
O=C(Nc1ccc(S(=O)(=O)N2CCCC2)cc1)c1cc(=O)c2ccccc2o1,9%,4
CCOCCCNC(=S)Nc1ccc2nc(N3CCN(CC)CC3)cc(C)c2c1,?,nt
Cc1ccsc1C(=O)Nc1ccc(F)c([N+](=O)[O-])c1,?,nt
Cc1nnc(SCC(=O)Nc2ccc(C(N)=O)cc2)n1-c1ccccc1,?,nt
Cc1cc(Cl)ccc1OCCCC(=O)Nc1cccc(-n2cnnn2)c1,?,nt

# Assay outcomes (PubChem)

# These rows are one share of the data; rates above refer to the full screens.
